High-throughput results as filed in PubChem.
Wee1 stabilizer: human Wee1 degradation inhibition, primary screen; HeLa Luc-Wee1K328M stability, luciferase luminescence; 100% = proteasome inhibitor MG132 effect; reporter increase, % at 5 µM; P30291; AID 1321; 220,000 compounds, 1.2% hits;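 active = activation above the mean of all tested compounds plus 3 SD, set per screening run, cut at about 8.8% in these data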;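 note: cells exposed to compound for 20 h before luminescence read; 0% = DMSO alone and 100% = MG132 at 30 µM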
S1P4 antagonist: antagonists of human S1P4 receptor; O95977; S1P4-expressing cells, antagonist mode, reporter read-out; inhibition, % at 4.98 µM; 220,000 compounds, 0.26% hits; in the data active = inhibition above about 29%;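 note: 0% = wells stimulated with agonist and 100% = vehicle wells without agonist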
eIF4E 4G PPI: inhibitors of eIF4E and eIF4G interaction in translation initiation; inhibition, % at 21.7 µM; AID 782; 220,000 compounds, 0.37% hits; TR-FRET eIF4E-eIF4GI(517-606) binding, 2 h; P63073+Q04637;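 active = inhibition above about 30%, limit read from the data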;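 note: 0% = full FRET control wells and 100% = background wells lacking eIF4GI fragment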
PERK inh: blocks human PERK kinase; 220,000 compounds, 0.17% hits; AID 1416; Q9NZJ5; CHO PERK-DD fusion, SEAP luminescence translation reporter; inhibition, % at 5.6 µM;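 active = inhibition above the mean inhibition of all tested compounds plus 3 SD, set separately per screening campaign, cut at about 2.9% in these data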;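 note: PERK kinase domain activated by AP20187 dimerizer at 100 nM; 0% = DMSO with dimerizer and 100% = rapamycin at 8.4 µM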
S1P4 ag: human S1P4 receptor agonism. O95977. S1P4-expressing cell line, agonist reporter assay. activation, % at 4.98 µM. 220,000 compounds, 0.35% hits; in the data active = activation above about 11%;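 note: 0% = DMSO vehicle and 100% = reference agonist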
MDM2 E3 inh: inhibitors of human Mdm2 E3 ubiquitin ligase; Q00987; cell-based MDM2 ubiquitination luciferase reporter, 2 h; 0 = plate control, 100 = twice control, blank-subtracted; signal enhancement, % at 5 µM; 210,000 compounds, 0.11% hits;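 active = signal enhancement of 30% or more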;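 note: luminescence tracks abundance of the self-degrading MDM2-luciferase fusion protein; higher signal means inhibition of MDM2 E3 ligase activity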
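Timing – 2 h compound exposure at 37 °C · Assay system – mammalian cells stably expressing self-ubiquitinating, self-degrading MDM2 E3–luciferase fusion · Amount – 2000 cells seeded into each well · Measure – % luminescence enhancement versus blank-corrected plate control mean · Measured by – SteadyLite luminescence, 15 min reagent step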
BaF3 tox: parental Ba/F3 viability inhibition as JAK2V617F counter-screen; CellTiter-Glo ATP luminescence; inhibition, % at 5.6 µM; 220,000 compounds, 1.1% hits;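 active = inhibition above a per-campaign cutoff, the mean inhibition of all tested compounds plus 3 SD, cut at about 27% in these data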;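 note: 0% = DMSO wells and 100% = JAK Inhibitor I control wells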
NPY2 pot ag: potentiators or agonists of human neuropeptide Y receptor Y2; P49146; cells expressing NPY-Y2, potentiator/agonist read-out; activation, % at 3.6 µM; 220,000 compounds, 0.45% hits; AID 1359; in the data active = activation above about 27%;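 note: cells stimulated with NPY near EC25 plus isoproterenol at EC100; 0% = vehicle plus submaximal agonist and 100% = vehicle plus saturating agonist; some results beyond the cut were filed as inactive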
Ba/F3 V617F tox: reduce viability of Ba/F3 cells dependent on JAK2V617F | inhibition, % at 5.6 µM | Ba/F3 EpoR-JAK2V617F viability, ATP luminescence | 220,000 compounds, 1.1% hits | AID 1446;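 active = inhibition above the campaign mean plus 3 SD over all tested compounds, cut at about 24% in these data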;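 note: cytokine-independent growth of Ba/F3 cells driven by EpoR plus mutant JAK2; 0% = DMSO-treated cells and 100% = JAK inhibitor I control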
An asterisk follows results filed as active; . = not tested or not shown; [ ] = remark or other dose.

SMILES	Wee1 stabilizer	S1P4 antagonist	eIF4E 4G PPI	PERK inh	S1P4 ag	MDM2 E3 inh	BaF3 tox	NPY2 pot ag	Ba/F3 V617F tox
Cc1sc(N/N=C/c2cccnc2)nc1-c1ccccc1	7.9	0.4	-8.0	-0.7	-3.6	-0.9	9.2	5.1	5.8
COc1ccnc(-n2cccc2/C=N/O)c1C#N	-0.8	13.2	0.4	0.0	1.3	-16.3	2.8	-4.8	-1.1
Cc1ccc(OCCCCN(C)Cc2ccccc2)c(Br)c1	2.0	-7.0	-0.2	-1.4	-0.9	-14.0	0.9	-15.7	-1.2
O=C(CCC(=O)Nc1ccccc1Cl)N/N=C/c1ccccc1	3.1	-14.5	-7.3	0.9	1.0	-3.9	7.3	-12.1	3.8
Cc1nn(C(=O)/C(C#N)=C/N(C)C)c(C)c1C	1.7	-8.8	0.0	0.8	0.5	-10.8	7.5	2.6	2.1
COc1ccc2c(C)nc(Nc3nc(C)cc(C)n3)nc2c1	-0.1	4.8	.	-1.6	2.3	-6.6	7.3	-13.7	1.1
O=C(NC(Nc1ncccn1)C(=O)c1ccccc1)c1ccccc1 (centres undefined)	-2.2	9.3	5.3[fluorescence artefact?]	0.7	1.6	-19.9	6.0	-0.9	3.1
COc1ccccc1NC(NC(=O)c1ccccn1)C(Cl)(Cl)Cl (centres undefined)	-2.1	0.5	2.7[fluorescence artefact?]	0.1	0.2	-7.7	-4.3	13.8	-5.4
O=C(N1CCOCC1)n1cnc2ccccc21	0.7	-24.8	-1.1	0.9	2.3	-13.6	3.1	8.6	3.1
O=C(CSc1ccc2nnc(-c3ccccn3)n2n1)Nc1nccs1	0.1	-12.8	-7.8	0.4	1.1	-1.1	4.8	-3.6	-1.1

Reprinted at random: 2 records from the list.
SMILES	Wee1 stabilizer	S1P4 antagonist	eIF4E 4G PPI	PERK inh	S1P4 ag	MDM2 E3 inh	BaF3 tox	NPY2 pot ag	Ba/F3 V617F tox
O=C(NC(Nc1ncccn1)C(=O)c1ccccc1)c1ccccc1 (centres undefined)	-2.2	9.3	5.3[fluorescence artefact?]	0.7	1.6	-19.9	6.0	-0.9	3.1
COc1ccc2c(C)nc(Nc3nc(C)cc(C)n3)nc2c1	-0.1	4.8	.	-1.6	2.3	-6.6	7.3	-13.7	1.1

Going on with the list.
SMILES	Wee1 stabilizer	S1P4 antagonist	eIF4E 4G PPI	PERK inh	S1P4 ag	MDM2 E3 inh	BaF3 tox	NPY2 pot ag	Ba/F3 V617F tox
COc1cccc(CN(C(=O)Cc2c[nH]c3ccccc23)C(C(=O)NC2CCCCC2)c2ccc(C)o2)c1 (centres undefined)	1.3	-14.9	2.1	-0.9	0.4	-2.4	4.5	-0.6	-0.7
Cc1cnc(N2C(=O)c3ccc([N+](=O)[O-])cc3C2=O)s1	-1.9	20.5	1.4	1.2	2.9	-30.9	3.6	-5.4	-0.3
COc1ccc(-c2cc(C(F)(F)F)nc(SCCC(=O)N3CCCC3)n2)cc1	3.5	13.6	0.6	-0.3	2.0	-1.4	2.3	0.8	-4.3
N#Cc1ccsc1NC(=O)c1cccc([N+](=O)[O-])c1	0.6	-7.6	6.3	0.8	-1.9	-7.9	-0.7	5.2	3.3
Cc1ccccc1NC(=O)c1ccc(S(=O)(=O)N(C)C)cc1	7.6	-10.6	2.1[fluorescence artefact?]	0.7	0.5	-8.7	3.4	-4.1	5.4
Cc1ccc(NC(=O)CN(C)CC(=O)Nc2ccc(N3CCOCC3)cc2)cc1F	4.9	-2.6	5.8	1.1	-1.6	-2.4	1.4	7.0	-2.4
COc1ccc(Cl)cc1NC(=O)c1cnc2sccn2c1=O	1.7	15.0	3.1	1.1	-0.8	-6.0	1.6	-6.3	-3.5
O=c1[nH]c2cccnc2n1-c1cccc([N+](=O)[O-])c1	0.7	12.1	-0.1	-0.8	-0.1	-11.6	0.9	-10.8	1.4
CN(C)S(=O)(=O)c1ccc(NC(=O)COc2ncnc3c2cnn3-c2ccccc2)cc1	-2.7	-9.1	-0.4	0.5	-0.5	-1.8	3.7	-0.9	-3.3
COc1ccc(-n2c(N3CCN(C)CC3)nc3sc4c(c3c2=O)CCCCC4)cc1	1.7	-10.3	-1.7	-0.9	0.2	-5.3	5.9	8.7	2.6
O=C(Cn1cnc2c(nnn2Cc2ccc(Cl)cc2)c1=O)c1ccccc1	6.3	7.1	0.5	0.6	0.8	-16.5	1.1	-17.0	3.3
COCCN(C(=O)c1ccccc1OC1CCN(S(C)(=O)=O)CC1)C(C)C	-0.7	-2.0	-0.4	-1.1	0.2	-10.8	2.5	-10.2	3.3
COc1cc(C=O)ccc1OC(=O)c1ccncc1	1.8	-27.2	-1.3	0.8	0.9	-11.3	1.2	-6.9	-4.8
CC(C)(C)c1ccc(-c2noc(CCC(N)=O)n2)cc1	5.6	-3.8	-0.5	-0.2	-1.3	-32.8	6.3	-15.0	4.6
O=C(O)COc1ccc(/C=N/NC(=O)Cc2ccc(Cl)cc2)cc1	-1.1	-14.2	1.7	2.0	1.5	-6.8	-2.9	16.8	-2.8
CCCOc1ccc(C(=O)CCC(=O)OCC(=O)N2CC(=O)Nc3ccccc32)cc1	0.4	8.0	-10.8[fluorescence artefact?]	0.1	1.3	-27.9	1.1	-7.3	-2.0
CCOC(=O)Cc1nnc(NC(=O)COc2ccc(C)cc2)s1	4.3	-9.1	7.7	0.4	2.2	-5.0	4.5	-1.8	0.9
CCN1C(=O)N/C(=C/c2cc(C)n(Cc3ccccc3)c2C)C1=O	3.7	-3.4	19.9	-1.2	0.2	7.8	3.8	-2.0	0.9
O=c1c2sc(-c3ccccc3)cc2nc2n1CCCCC2	9.9*	11.2	3.5	1.1	-1.1	-21.8	-1.9	-5.9	-1.4
O=C(/C=C/c1ccc(OC(F)F)cc1)OCC(=O)N1CCN(C(=O)c2ccco2)CC1	5.8	4.6	3.7	1.4	-1.2	-19.4	5.7	-17.8	-0.9
COc1cc(NC2c3ccccc3C(=O)N2c2cc(C)ccn2)cc(OC)c1OC (centres undefined)	3.4	-16.6	-1.7	0.1	0.6	-1.0	8.8	9.5	-3.3
CCOc1ccc(C(=O)NCC(=O)OCC(=O)Nc2ccccc2OCC)cc1	-3.3	-11.3	3.8[fluorescence artefact?]	-0.3	-1.5	-16.7	4.8	-12.3	0.6
COCCNC(=O)CSc1nc(-c2ccccc2)c(-c2ccccc2)o1	0.1	8.0	-2.2	-0.6	-1.6	-0.5	3.2	-1.5	4.0
O=C(Nc1ccc(S(=O)(=O)N2CCOCC2)cc1)c1ccc2c(c1)S(=O)(=O)c1ccccc1C2=O	1.2	-8.1	-0.4	0.6	0.9	-14.8	6.8	-8.5	3.9
CCO/C=C/C(=O)N(C)CCC#N	-1.4	-11.4	-5.8	0.9	-0.1	9.0	0.7	-0.9	-4.3
CCOC(=O)c1[nH]c2ccc(Br)cc2c1NC(=O)CCN1CCOCC1	-2.2	-0.9	6.0	-0.8	0.6	-9.4	-0.7	14.6	-0.6
Cc1nc2cc(-c3cccc(F)c3)nn2c(N2CCN(C(=O)c3ccco3)CC2)c1C	-1.6	-1.9	-3.2	-0.3	0.8	-7.2	2.5	0.1	-1.6
CCOc1ccc(S(=O)(=O)NCCCN2CCCC2=O)cc1	-3.9	-11.2	-1.0	1.1	1.7	-11.2	2.1	-3.4	-2.6
OC(COCc1ccc(Cl)cc1)CN1CCc2ccccc2C1 (centres undefined)	-3.8	-24.9	-8.8	0.6	1.2	2.0	1.8	-19.0	-0.9
CN(CCC#N)C(=O)COC(=O)c1c2c(nc3ccccc13)/C(=C/c1ccco1)CC2	10.3*	23.7	7.2	0.1	-1.1	-9.8	4.9	-0.3	3.9
O=C(CSc1nc2ccccc2c(=O)n1NC(=O)Cc1ccccc1)NCc1ccccc1	6.9	-1.9	-2.5	-0.1	0.4	-25.5	5.7	-26.2	3.9
Cc1ccc2cc(C)c(N3CCN(c4ccccn4)CC3)nc2c1	0.2	6.1	4.7	-0.5	1.8	-3.8	1.0	-7.9	-0.4
O=C(O)CCc1nn2c3ccccc3nc2n(Cc2ccccc2)c1=O	-1.3	-1.3	0.1	0.6	-0.9	21.8	1.2	-6.1	-1.1
C(=C\c1ccccc1)/C=N/N1CCN(c2ccccn2)CC1	5.0	12.7	4.0	0.2	-0.3	-7.1	0.1	-0.4	-1.1
C/C(=N\NC(=O)c1ccccc1)c1ccc(NC(=O)c2cccs2)cc1	12.6*	7.8	2.4	0.1	-0.4	-12.6	12.3	10.3	2.9
O=C(O)CCN1C(=O)c2ccc(NC(=O)c3ccco3)cc2C1=O	0.7	-17.7	-0.8	-1.1	2.1	2.1	1.6	11.9	3.1
COCCCNC(=O)c1cc(C)nn1-c1ccccc1	4.5	-17.7	1.9	0.0	-0.6	.	-8.2	-5.6	0.3
C=C1c2ccccc2NC(=O)N1c1ccc(C)cc1	0.2	-3.6	1.7	-1.0	1.3	-9.1	11.2	-6.0	3.7
CCCNC(=O)Cn1nc(C(F)(F)F)c2c1CCC2	-3.9	8.0	1.1	0.7	-0.9	1.4	4.5	-10.2	-2.8
Cc1nc2c(-c3ccc(F)cc3)c(C)nn2c(C)c1CCC(=O)N1CCN(c2ccc(F)cc2)CC1	-3.0	-1.5	0.8[fluorescence artefact?]	0.6	1.9	-25.2	-0.3	-6.2	-3.0
N/C(=N\OC(=O)C12CC3CC(CC(C3)C1)C2)c1ccccn1	2.3	-6.8	13.1	0.8	0.8	-4.3	2.9	-5.0	-3.2
O=C(Nc1nn(Cc2ccc(Cl)cc2)cc1Br)c1ccc(COc2ccccc2Cl)o1	2.1	-7.8	-8.6	-0.6	1.4	-5.9	4.0	-8.9	-2.3
CCCCNC(=O)c1onc(CSc2cccc(F)c2)c1C(=O)O	-1.6	-3.2	1.6[fluorescence artefact?]	1.3	1.3	-28.2	1.6	-27.0	-2.2
Cc1cc(Cl)ccc1NC(=O)Nc1c(C)n(-c2ccccc2)c(=O)n1C	-1.5	-8.2	-9.7[fluorescence artefact?]	-0.1	-5.2	-18.3	4.8	5.7	-1.5
CS(=O)(=O)Nc1cccc(-c2cn3ccccc3n2)c1	3.8	-6.7	2.5	0.0	0.5	-6.0	7.2	-3.5	-0.5
Cc1cc(C)c(S(C)(=O)=O)c(NN)n1	-3.0	-1.9	0.2	1.0	1.5	1.5	7.8	-5.8	2.4

Structures shown so far with a COOH group (4):
SMILES	Wee1 stabilizer	S1P4 antagonist	eIF4E 4G PPI	PERK inh	S1P4 ag	MDM2 E3 inh	BaF3 tox	NPY2 pot ag	Ba/F3 V617F tox
O=C(O)COc1ccc(/C=N/NC(=O)Cc2ccc(Cl)cc2)cc1	-1.1	-14.2	1.7	2.0	1.5	-6.8	-2.9	16.8	-2.8
O=C(O)CCc1nn2c3ccccc3nc2n(Cc2ccccc2)c1=O	-1.3	-1.3	0.1	0.6	-0.9	21.8	1.2	-6.1	-1.1
O=C(O)CCN1C(=O)c2ccc(NC(=O)c3ccco3)cc2C1=O	0.7	-17.7	-0.8	-1.1	2.1	2.1	1.6	11.9	3.1
CCCCNC(=O)c1onc(CSc2cccc(F)c2)c1C(=O)O	-1.6	-3.2	1.6[fluorescence artefact?]	1.3	1.3	-28.2	1.6	-27.0	-2.2

Not a hit list; 4.1% or so of the library scored in one or more.
